Screening data: PubChem, Broad Institute
IDH1 R132H inh: blocks human IDH1 R132H reductase activity | 0.18% of 70,000 active | inhibition, % at 10 µM | diaphorase/resazurin fluorescence, 60 min | AID 624101; in the data active means inhibition above about 34%;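 further: 0% = DMSO and 100% = no enzyme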
PRC2 inh: EZH2 (human) methyltransferase inhibition. Q15910. PRC2 H3K27 methylation, DELFIA TRF, 1 h. inhibition, % at 12.5 µM. 0.35% of 57,000 active. AID 651548;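 active means mean inhibition of replicates at least 50% and every single replicate also reaching 50%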;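 further: dimethyl H3K27 on biotinylated H3 21-44 peptide detected by antibody; plate controls were median neutral control wells for no effect and median positive control wells for full effect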
Target sequence (Q15910 whole entry, looked up): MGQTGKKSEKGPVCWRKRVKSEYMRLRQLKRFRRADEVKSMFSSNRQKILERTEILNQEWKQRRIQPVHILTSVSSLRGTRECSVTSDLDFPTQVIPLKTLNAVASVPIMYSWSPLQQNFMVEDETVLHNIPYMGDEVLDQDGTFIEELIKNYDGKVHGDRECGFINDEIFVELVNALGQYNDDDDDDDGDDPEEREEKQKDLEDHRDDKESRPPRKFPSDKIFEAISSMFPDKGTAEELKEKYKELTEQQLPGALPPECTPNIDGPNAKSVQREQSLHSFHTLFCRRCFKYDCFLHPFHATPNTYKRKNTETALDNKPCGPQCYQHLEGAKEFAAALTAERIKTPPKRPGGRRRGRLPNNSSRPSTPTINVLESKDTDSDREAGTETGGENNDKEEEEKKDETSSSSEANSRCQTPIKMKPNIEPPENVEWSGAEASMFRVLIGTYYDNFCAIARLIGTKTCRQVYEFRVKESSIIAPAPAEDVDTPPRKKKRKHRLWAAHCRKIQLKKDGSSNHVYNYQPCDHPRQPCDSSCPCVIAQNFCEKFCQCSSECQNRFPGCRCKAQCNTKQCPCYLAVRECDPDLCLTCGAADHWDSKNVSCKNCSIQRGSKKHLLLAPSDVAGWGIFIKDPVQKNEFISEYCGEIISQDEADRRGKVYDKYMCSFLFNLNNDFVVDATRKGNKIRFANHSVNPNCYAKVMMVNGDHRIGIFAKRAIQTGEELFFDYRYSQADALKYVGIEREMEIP
Active calls of the source: *.

For C[C@@H]1CCCCO[C@@H](CN(C)S(=O)(=O)c2ccc(Cl)cc2)[C@H](C)CN([C@@H](C)CO)C(=O)c2cc(NS(=O)(=O)c3cccs3)ccc2O1 the results were IDH1 R132H inh -0.4.
Cc1ccc(-c2cnc3c(c2)C(=O)N([C@H](C)CO)C[C@@H](C)[C@H](CN(C)CC2CCCC2)O3)cc1 was read as IDH1 R132H inh -2.0.
Screening COc1cc2nc(N(C)CCCNC(=O)C3CCCO3)nc(N)c2cc1OC (stereo not given) returned IDH1 R132H inh -0.1.
For CN(CCO)S(=O)(=O)c1cccc(C(=O)O)c1 the results were IDH1 R132H inh 1.6.
Screening CO[C@@H]1CN(C)C(=O)c2ccc(NC(=O)c3ccno3)cc2OC[C@H](C)N(S(C)(=O)=O)C[C@H]1C returned IDH1 R132H inh 0.4 and PRC2 inh 2.0.
`O=C(NCC[C@@H]1CC[C@@H](NS(=O)(=O)c2cccc(F)c2)[C@H](CO)O1)C1CCCCC1` gave IDH1 R132H inh 0.2 and PRC2 inh 7.3.
For O=C(CSc1nc2ccccc2[nH]1)Nc1cccc(C(F)(F)F)c1 the results were IDH1 R132H inh -0.4 and PRC2 inh 0.1.
For Cc1ccc(F)c(NC(=O)CSc2nnc(C)s2)c1 the results were IDH1 R132H inh -0.5 and PRC2 inh 5.7.
C[C@H](CO)N1C[C@H](C)[C@@H](CN(C)Cc2ccc(-c3ccccc3)cc2)Oc2c(NS(=O)(=O)c3cn(C)cn3)cccc2C1=O was read as PRC2 inh 16.0.
`COc1ccc(NC(=O)Nc2ccc3c(c2)C(=O)N([C@H](C)CO)C[C@H](C)[C@@H](CN(C)Cc2ccncc2)OCCCC[C@H](C)O3)cc1` gave IDH1 R132H inh 0.0.
For C[C@@H]1CN([C@@H](C)CO)C(=O)c2cc(NC(=O)Cc3ccccc3)ccc2O[C@@H](C)CCCCO[C@@H]1CN(C)S(=O)(=O)c1cccs1 the results were IDH1 R132H inh 4.4.
For COc1ccc([Si](C)(C)[C@H]2[C@H](CCn3cc(CCO)nn3)O[C@@]3(C(=O)N(Cc4ccc(N5CCOC5=O)cc4)c4ccccc43)[C@@H]2C)cc1 the results were PRC2 inh 38.8.
`O=C(C[C@H]1CC[C@H](NS(=O)(=O)c2cccc(F)c2)[C@H](CO)O1)N1CCCCC1` gave IDH1 R132H inh -0.2 and PRC2 inh -5.0.
Screening C[C@H]1CN([C@@H](C)CO)C(=O)CCCn2nncc2CO[C@H]1CN(C)Cc1ccccc1C(F)(F)F returned IDH1 R132H inh -0.2 and PRC2 inh 12.7.
COc1cc([N+](=O)[O-])ccc1NC(=O)NCc1ccco1 was read as IDH1 R132H inh -0.5 and PRC2 inh 10.9.
Screening Cc1ccc(S(=O)(=O)Nc2ccc3c(c2)C(=O)N([C@@H](C)CO)C[C@H](C)[C@@H](CN(C)S(=O)(=O)c2ccc(F)cc2)OCCCC[C@@H](C)O3)cc1 returned IDH1 R132H inh -0.3.
`C[C@H](CO)N1C[C@H](C)[C@@H](CN(C)C(=O)Nc2ccccc2)OCCCC[C@H](C)Oc2ccc(NS(=O)(=O)c3cn(C)cn3)cc2C1=O` gave IDH1 R132H inh 0.1.
`COC(=O)c1c(NC(=O)CN2C(=O)c3ccccc3S2(=O)=O)sc2c1CCCC2` gave IDH1 R132H inh 0.5.
For CCCC(=O)Nc1ccc2c(c1)OC[C@H](C)N(S(=O)(=O)c1cn(C)cn1)C[C@@H](C)[C@H](OC)CN(C)C2=O the results were IDH1 R132H inh -0.5 and PRC2 inh 1.8.
`C[C@H]1CN([C@@H](C)CO)C(=O)Cc2cc(NS(=O)(=O)c3cn(C)cn3)ccc2O[C@@H]1CN(C)S(=O)(=O)c1cccs1` gave IDH1 R132H inh -3.2.
Screening COc1cc(/C=N/NC(=O)c2ccccc2O)c(Br)cc1O returned IDH1 R132H inh 0.5 and PRC2 inh 4.1.
For CS(=O)(=O)N1[C@H](CO)[C@H](c2ccc(-c3ccccc3F)cc2)[C@@H]1C#N the results were IDH1 R132H inh -0.8.
Screening COc1ccc(-c2nn(C)c(=O)c3ccccc23)cc1CNC(=O)c1ccc([N+](=O)[O-])cc1 returned IDH1 R132H inh 0.6 and PRC2 inh -15.9.
Screening C[C@H]1CN([C@@H](C)CO)C(=O)c2cc(-c3ccccc3)cnc2O[C@@H]1CN(C)C(=O)c1cccnc1 returned IDH1 R132H inh -5.2 and PRC2 inh 1.2.
For COc1ccc(-c2nnc(SCC(=O)Nc3ccc(Br)c(C)c3C)n2C)cc1 the results were IDH1 R132H inh -0.2 and PRC2 inh 3.5.
Screening O=C(C[C@H]1C=C[C@H](NC(=O)c2ccncc2)[C@@H](CO)O1)NCC1CCCCC1 returned IDH1 R132H inh 0.5 and PRC2 inh 4.6.
For Cc1nnc(SCc2nc(-c3ccccc3)no2)n1-c1ccccc1 the results were IDH1 R132H inh -0.2 and PRC2 inh -1.7.
`C[C@H]1CN([C@@H](C)CO)C(=O)Cc2cc(NC(=O)CCC(F)(F)F)ccc2O[C@H]1CN(C)S(=O)(=O)c1cn(C)cn1` gave IDH1 R132H inh -0.1.
C[C@H]1CCCCO[C@H](CN(C)C)[C@@H](C)CN([C@@H](C)CO)C(=O)c2cc(NC(=O)Cc3ccccc3)ccc2O1 was read as IDH1 R132H inh 1.1 and PRC2 inh 5.9.
Screening CO[C@H](CN(C)C(=O)c1ccc2c(c1)OCO2)[C@H](C)CN([C@H](C)CO)S(=O)(=O)c1ccccc1 returned IDH1 R132H inh -0.7 and PRC2 inh 7.5.

The final 7 records of the section before lead into the next.
Screening C[C@H]1CN([C@@H](C)CO)C(=O)c2cc(-c3ccccc3)cnc2O[C@@H]1CN(C)C(=O)c1cccnc1 returned IDH1 R132H inh -5.2 and PRC2 inh 1.2.
For COc1ccc(-c2nnc(SCC(=O)Nc3ccc(Br)c(C)c3C)n2C)cc1 the results were IDH1 R132H inh -0.2 and PRC2 inh 3.5.
Screening O=C(C[C@H]1C=C[C@H](NC(=O)c2ccncc2)[C@@H](CO)O1)NCC1CCCCC1 returned IDH1 R132H inh 0.5 and PRC2 inh 4.6.
For Cc1nnc(SCc2nc(-c3ccccc3)no2)n1-c1ccccc1 the results were IDH1 R132H inh -0.2 and PRC2 inh -1.7.
`C[C@H]1CN([C@@H](C)CO)C(=O)Cc2cc(NC(=O)CCC(F)(F)F)ccc2O[C@H]1CN(C)S(=O)(=O)c1cn(C)cn1` gave IDH1 R132H inh -0.1.
C[C@H]1CCCCO[C@H](CN(C)C)[C@@H](C)CN([C@@H](C)CO)C(=O)c2cc(NC(=O)Cc3ccccc3)ccc2O1 was read as IDH1 R132H inh 1.1 and PRC2 inh 5.9.
Screening CO[C@H](CN(C)C(=O)c1ccc2c(c1)OCO2)[C@H](C)CN([C@H](C)CO)S(=O)(=O)c1ccccc1 returned IDH1 R132H inh -0.7 and PRC2 inh 7.5.
`O=c1[nH]cnc2ccc(NC(=S)NC3CC3)cc12` gave IDH1 R132H inh -1.4 and PRC2 inh 6.7.
`C[C@H]1CN([C@@H](C)CO)C(=O)c2ccccc2-c2ccccc2CO[C@@H]1CN(C)C(=O)[C@H]1CCCN1C` gave IDH1 R132H inh 0.2 and PRC2 inh -19.7.
`CC(C)c1cn(CC[C@@H]2CC[C@H](NC(=O)c3cccc(F)c3)[C@H](CO)O2)nn1` gave IDH1 R132H inh 0.1 and PRC2 inh 12.8.
Screening C[C@@H]1CN([C@H](C)CO)C(=O)c2cc(NC(=O)Nc3ccc4c(c3)OCO4)ccc2O[C@H]1CN(C)C(=O)NC1CCCCC1 returned IDH1 R132H inh -0.2.
Screening COc1ccc(CN(C)C[C@@H]2Oc3ccc(NC(=O)Nc4c(C)noc4C)cc3C(=O)N([C@H](C)CO)C[C@@H]2C)cc1 returned IDH1 R132H inh 3.4 and PRC2 inh 5.1.
`COCC(=O)N1C[C@H](C)[C@@H](OC)CN(C)C(=O)c2cc(NC(=O)C3CCC3)ccc2OC[C@H]1C` gave IDH1 R132H inh 0.1 and PRC2 inh 5.5.
Screening O=C(C[C@H]1C=C[C@@H](NC(=O)Nc2cc(F)ccc2F)[C@H](CO)O1)Nc1ccc(-c2ccccc2)cc1 returned IDH1 R132H inh -0.2 and PRC2 inh -0.7.
For CN(CC(=O)Nc1ccccc1C(C)(C)C)S(=O)(=O)c1ccc(Cl)cc1 the results were IDH1 R132H inh -0.2.
COCCOC(=O)N1C(=O)[C@@]2(c3ccccc31)[C@H](C(N)=O)[C@H]1C(=O)O[C@H](c3ccccc3)[C@H](c3ccccc3)N1[C@@H]2c1ccc(OCCO)cc1 was read as PRC2 inh -10.1.
`CC1=CC(C)(C)N2C(=O)C(=O)c3cc(OC(=O)CN4C(=O)c5ccccc5C4=O)cc1c32` gave IDH1 R132H inh 0.1 and PRC2 inh -3.9.
Screening CCCN(C)C[C@@H]1Oc2ncc(Br)cc2C(=O)N([C@@H](C)CO)C[C@@H]1C returned IDH1 R132H inh 0.4 and PRC2 inh -0.8.
`C[C@@H]1CN([C@@H](C)CO)C(=O)Cc2cc(NS(=O)(=O)c3ccc(Cl)cc3)ccc2O[C@@H]1CN(C)CC1CC1` gave IDH1 R132H inh 0.0.
COc1ccc(NC(=O)Nc2ccc3c(c2)CC(=O)N([C@H](C)CO)C[C@@H](C)[C@H](CN(C)Cc2ccccc2)O3)cc1 was read as IDH1 R132H inh 1.4 and PRC2 inh -20.1.
`C[C@@H]1CN([C@H](C)CO)C(=O)c2cc(NC(=O)Cn3cnnn3)ccc2O[C@H]1CN(C)C(=O)NC1CCCCC1` gave IDH1 R132H inh 1.5.
`C[C@@H]1CN([C@@H](C)CO)C(=O)CCCn2cc(nn2)CO[C@H]1CN(C)S(=O)(=O)c1cccc(F)c1` gave IDH1 R132H inh -1.0 and PRC2 inh -1.8.
For C[C@H](O)C#Cc1ccc2c(c1)O[C@H](CN(C)C(=O)CC1CC1)[C@H](C)CN([C@@H](C)CO)S2(=O)=O the results were IDH1 R132H inh 0.8 and PRC2 inh -6.5.
`O=C(Nc1cccc([N+](=O)[O-])c1)c1ccc(Cn2nnc3ccccc32)cc1` gave IDH1 R132H inh 0.5 and PRC2 inh 7.8.
For C[C@H]1CN([C@@H](C)CO)S(=O)(=O)c2ccc(C#CC3(O)CCCC3)cc2O[C@H]1CN(C)C(=O)c1cccnc1 the results were PRC2 inh 7.2.
`C[C@@H]1CN([C@@H](C)CO)C(=O)c2cc(NC(=O)Nc3ccccc3)ccc2O[C@H]1CN(C)S(=O)(=O)c1ccccc1` gave IDH1 R132H inh -3.6 and PRC2 inh -0.2.
Screening COC(=O)C[C@](O)(CCCC(C)(C)O)C(=O)O[C@@H]1C(OC)=C[C@]23CCCN2CCc2cc4c(cc2[C@H]13)OCO4 returned IDH1 R132H inh -2.1 and PRC2 inh -2.8.
Cc1cc(C)nc(SCC(=O)c2c(C)[nH]c3ccccc23)n1 was read as IDH1 R132H inh 0.3 and PRC2 inh 15.4.
`COCC(=O)N1C[C@@H](C)[C@@H](OC)CN(C)C(=O)c2cc(NS(C)(=O)=O)ccc2OC[C@@H]1C` gave IDH1 R132H inh 0.0 and PRC2 inh 4.0.
For C[C@@H]1CCCCO[C@H](CN(C)Cc2ccc(C(F)(F)F)cc2)[C@H](C)CN([C@H](C)CO)C(=O)c2cc(NC(=O)Nc3cccc4ccccc34)ccc2O1 the results were IDH1 R132H inh 0.6.
For Cc1ccc(S(=O)(=O)N[C@H]2CC[C@H](CC(=O)NCc3ccc(Cl)c(Cl)c3)O[C@H]2CO)cc1 the results were IDH1 R132H inh -0.3 and PRC2 inh 5.8.
For CC(C)CC#Cc1ccc2c(c1)O[C@H](CN(C)C(=O)NC1CCCC1)[C@@H](C)CN([C@H](C)CO)S2(=O)=O the results were IDH1 R132H inh 1.7 and PRC2 inh 0.4.
For O=C(C[C@H]1C=C[C@H](NC(=O)Nc2cccc(F)c2)[C@H](CO)O1)NCC1CCCCC1 the results were IDH1 R132H inh 0.1 and PRC2 inh -3.3.
For CC(C)CC#Cc1cnc2c(c1)C(=O)N([C@@H](C)CO)C[C@H](C)[C@H](CN(C)Cc1cncnc1)O2 the results were IDH1 R132H inh -0.2 and PRC2 inh -12.7.
Screening Cc1noc(C)c1S(=O)(=O)N(C)C[C@H]1OCCCC[C@@H](C)Oc2ccc(NC(=O)CCCN(C)C)cc2C(=O)N([C@H](C)CO)C[C@@H]1C returned IDH1 R132H inh -1.4.
`CCCN(C)C[C@@H]1Oc2cc(/C=C/c3ccccc3)ccc2S(=O)(=O)N([C@H](C)CO)C[C@@H]1C` gave IDH1 R132H inh 0.7 and PRC2 inh -12.0.
`COc1ccc(NC(=O)Nc2ccc3c(c2)C(=O)N([C@H](C)CO)C[C@H](C)[C@H](CN(C)Cc2ccc(C(=O)Nc4ccccc4N)cc2)O3)cc1` gave IDH1 R132H inh -0.2 and PRC2 inh -5.9.
`Cc1ccc(S(=O)(=O)N(C)C[C@H]2Oc3ccc(NC(=O)CCN4CCOCC4)cc3CC(=O)N([C@@H](C)CO)C[C@@H]2C)cc1` gave IDH1 R132H inh -0.2 and PRC2 inh -33.0.
Screening O=C(Nc1ccccc1F)N[C@@H]1CC[C@H](CCNC(=O)C2CCCC2)O[C@H]1CO returned IDH1 R132H inh -0.3 and PRC2 inh 0.6.
For CC(C)NC(=O)N(C)C[C@H]1OCCCC[C@H](C)Oc2ccc(NC(=O)c3ccccc3)cc2C(=O)N([C@@H](C)CO)C[C@@H]1C the results were PRC2 inh -42.0.
Screening Cc1noc(C)c1NC(=O)Nc1ccc2c(c1)C(=O)N([C@H](C)CO)C[C@@H](C)[C@H](CN(C)Cc1ccc(C(F)(F)F)cc1)OCCCC[C@@H](C)O2 returned IDH1 R132H inh 0.5.
`Cc1ccc(S(=O)(=O)N(C)C[C@@H]2Oc3ccc(N(C)C)cc3CC(=O)N([C@@H](C)CO)C[C@@H]2C)cc1` gave IDH1 R132H inh -32.2.
`C[C@H](CO)N1C[C@H](C)[C@H](CN(C)S(=O)(=O)c2cccs2)Oc2ccc(NC(=O)C3CC3)cc2CC1=O` gave IDH1 R132H inh -4.5.
Screening C[C@H](NC(=O)C[C@@H]1CC[C@H](NC(=O)CN2CCOCC2)[C@@H](CO)O1)c1ccccc1 returned IDH1 R132H inh 0.1 and PRC2 inh -8.9.

Only part of the results is shown. The share of hits here may be higher or lower than overall.
